Screening data from PubChem BioAssay.
TDP1 block: TDP1 (human) enzyme inhibition. Q9NUW8. recombinant TDP1, AlphaScreen DNA substrate cleavage. Potency, µM (doses to about 130 µM), without a hit: at the top dose activity change, negative = inhibition, actives largely listed as inhibitors. hit rate 0.28% among 350,000; note: nearly all actives have a fitted effect of over 40% in size
Target sequence (Q9NUW8 whole entry, looked up): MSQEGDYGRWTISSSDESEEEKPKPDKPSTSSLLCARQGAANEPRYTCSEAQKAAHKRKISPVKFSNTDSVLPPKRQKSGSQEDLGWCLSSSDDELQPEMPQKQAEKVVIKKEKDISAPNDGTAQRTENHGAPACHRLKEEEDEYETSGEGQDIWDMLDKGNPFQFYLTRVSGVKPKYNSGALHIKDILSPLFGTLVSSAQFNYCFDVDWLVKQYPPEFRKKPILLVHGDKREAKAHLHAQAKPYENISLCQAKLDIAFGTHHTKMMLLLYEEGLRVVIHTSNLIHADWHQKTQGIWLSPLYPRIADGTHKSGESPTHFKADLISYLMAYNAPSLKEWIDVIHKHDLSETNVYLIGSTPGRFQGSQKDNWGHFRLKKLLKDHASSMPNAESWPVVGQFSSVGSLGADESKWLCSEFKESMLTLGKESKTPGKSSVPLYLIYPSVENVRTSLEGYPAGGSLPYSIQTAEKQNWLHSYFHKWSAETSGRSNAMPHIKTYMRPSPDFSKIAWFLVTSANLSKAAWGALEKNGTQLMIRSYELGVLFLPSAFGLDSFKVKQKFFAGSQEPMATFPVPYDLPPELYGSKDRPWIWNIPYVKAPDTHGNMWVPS
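Enzyme-compound mixtures sat 15 min at room temperature, followed by a 5 min reaction with 15 nM final substrate and 10 min with AlphaScreen beads. Recombinant human Tdp1 was used at 1 nM final.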
DT40 TDP1 CPT: growth inhibition of DT40 Tdp1-/-;hTDP1 cells with camptothecin (screen for TDP1 inhibitors); AID 686979; hit rate 12% among 420,000; chicken DT40 Tdp1-/-;hTDP1 cells + 20 nM CPT, ATP luminescence, 48 h; Potency, µM (doses to about 46.2 µM), for inactives: top-dose activity change, negative = growth inhibition, most hits filed as inhibitors; note: nearly all actives have a fitted effect of over 55% in size
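Chicken DT40 Tdp1-/- cells stably complemented with human TDP1 were seeded at 400 cells/well in medium containing 20 nM camptothecin, exposed to pin-transferred compounds, and grown at 37 °C for at least 48 hr. Viability was read as ATP luminescence.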
DT40 TDP1 no CPT: qHTS for Inhibitors of human tyrosyl-DNA phosphodiesterase 1 (TDP1): qHTS in cells in absence of CPT; DT40 Tdp1-/- hTDP1 cells, no CPT, ATP luminescence, 48 h; Potency, µM (highest dose often 46.2 µM), without a hit: top-dose activity change, negative = growth inhibition, most hits filed as inhibitors; hit rate 15% among 420,000; AID 686978, 2013; note: nearly all actives have a fitted effect of over 55% in size
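Chicken DT40 Tdp1-/- cells stably complemented with human TDP1 were seeded at 400 cells/well with DMSO in place of 20 nM camptothecin. After compound pinning, cells grew at least 48 hr at 37 °C; viability read by CellTiter-Glo luminescence.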
Active calls of the source: *; [ ] = remark or other dose. Calls come from the whole dose curve; as a rule, active = well fitted curve in the direction sought with a large enough effect; inconclusive = small, poorly fitted or top-dose-only effect, or another doubt; inactive = no such curve, though single readings can be large; an effect the other way counts as inactive or inconclusive. % is set by controls: 0 for no effect and ±100 for the full control effect; potency is the fitted concentration of half-maximal effect.

What do the screens show for `COc1ccc(CCNC(=O)C2CCN(c3nn4c(=O)cc(C)nc4s3)CC2)cc1OC`?
TDP1 block: 2.6%; DT40 TDP1 CPT: 2.7%; DT40 TDP1 no CPT: 6.9%

How did CN(C)CCCn1c(SCC(=O)N2CC(=O)Nc3ccccc32)nc2ccccc2c1=O do in these assays?
TDP1 block: 2.9%; DT40 TDP1 CPT: -0.7%; DT40 TDP1 no CPT: 6.0%

What do the screens show for `COc1ccc(NC(=O)c2ccc(-c3c(C)noc3C)c3ccoc23)cc1`?
DT40 TDP1 CPT: inconclusive; DT40 TDP1 no CPT: inconclusive

Results for CC(=O)N1CCc2cc(S(=O)(=O)N3c4ccccc4CC3C)ccc21 (stereo not drawn) ?
TDP1 block: 0.0%; DT40 TDP1 CPT: 11.6µM*; DT40 TDP1 no CPT: 13µM*

What do the screens show for `Cc1cccc(Oc2ccc(C(=O)NC3CCSC3=O)cn2)c1C` (stereo not drawn)?
TDP1 block: 3.1%; DT40 TDP1 CPT: 0.6%; DT40 TDP1 no CPT: inconclusive

What do the screens show for `COc1cc2c(cc1NC(=O)CSc1nc3cc(Cl)ccc3s1)oc1ccccc12`?
TDP1 block: 5.3%; DT40 TDP1 CPT: inconclusive; DT40 TDP1 no CPT: 11.6µM*

How did CC(=O)Nc1ccc(C(=O)Nc2cc(C)on2)cc1 do in these assays?
DT40 TDP1 CPT: 7.6%; DT40 TDP1 no CPT: 0.4%

Results for CC(=O)Nc1ccc2c(c1)nc(C)n2-c1ccccc1 ?
TDP1 block: 0.9%; DT40 TDP1 CPT: -8.3%; DT40 TDP1 no CPT: -8.5%

What do the screens show for `C=CCn1c(C)cc(C(=O)COC(=O)/C=C/c2cccc(OC)c2)c1C`?
TDP1 block: 5.1%; DT40 TDP1 CPT: -28.9%; DT40 TDP1 no CPT: -19.4%

What do the screens show for `CCOc1ccc(NC(=O)c2nc(S(=O)(=O)Cc3ccc(F)cc3)ncc2Cl)cc1`?
DT40 TDP1 CPT: 0.501µM*; DT40 TDP1 no CPT: 0.398µM*

How did COC(=O)c1ccc(CNC(=O)c2ccc(OC)c(S(=O)(=O)NC3CCCC3)c2)cc1 do in these assays?
TDP1 block: -0.3%; DT40 TDP1 CPT: -3.7%; DT40 TDP1 no CPT: -1.7%

What do the screens show for `COC(=O)c1cc(Br)c(=O)n(Cc2cccnc2)c1`?
TDP1 block: 3.5%; DT40 TDP1 CPT: -1.9%; DT40 TDP1 no CPT: -5.1%

Results for COc1cccc(-c2ccc3ncnc(N4CCN(C)CC4)c3c2)c1 ?
DT40 TDP1 CPT: 13µM*; DT40 TDP1 no CPT: 23.1µM*

How did COc1cc(NC(=O)CN2C(=O)C(c3ccccc3)=NC2(C)C)cc(OC)c1 do in these assays?
TDP1 block: -2.3%; DT40 TDP1 CPT: 2.9%; DT40 TDP1 no CPT: 2.2%

How did Cc1ccc(S(=O)(=O)N2CCN(C(=O)CNC(=O)c3ccc(Br)o3)CC2)cc1 do in these assays?
TDP1 block: -1.0%; DT40 TDP1 CPT: 2.8%; DT40 TDP1 no CPT: -5.2%

What do the screens show for `CCN(C[C@H]1N[C@@](CC)(C(=O)OC)[C@H]2C(=O)N(C)C(=O)[C@@H]12)C(=O)COC`?
TDP1 block: 0.5%; DT40 TDP1 CPT: 1.3%; DT40 TDP1 no CPT: 3.1%

How did CCOc1ccc(NS(=O)(=O)c2ccc(C(=O)N3CCCCC3)cc2)cc1 do in these assays?
TDP1 block: 4.5%; DT40 TDP1 CPT: 14.6µM*; DT40 TDP1 no CPT: 13µM*

What do the screens show for `CC(C)n1ncc2c(C(=O)N3CCN(Cc4ccc(Br)s4)CC3)cc(C3CC3)nc21`?
TDP1 block: 2.6%; DT40 TDP1 CPT: 25.9µM*; DT40 TDP1 no CPT: 23.1µM*

How did COc1ccc(C(=O)Nc2nc(CC(=O)NCCc3ccccc3OC)cs2)cc1 do in these assays?
TDP1 block: -4.2%; DT40 TDP1 CPT: inconclusive; DT40 TDP1 no CPT: inconclusive

How did Nc1cc(C(=O)N2CCN(c3ccc([N+](=O)[O-])cc3)CC2)ccc1N1CC2CC(C1)c1cccc(=O)n1C2 (stereo not drawn) do in these assays?
TDP1 block: 6.4%; DT40 TDP1 CPT: -4.5%; DT40 TDP1 no CPT: -6.0%

Results for CCOc1ccccc1N1CCN(C(=O)C(Sc2ccccc2)c2ccccc2)CC1 (stereo not drawn) ?
TDP1 block: 0.0%; DT40 TDP1 CPT: inconclusive; DT40 TDP1 no CPT: inconclusive

What do the screens show for `Cc1cccc(CSCCNC(=S)Nc2ccccc2)c1`?
TDP1 block: 3.5%; DT40 TDP1 CPT: inconclusive; DT40 TDP1 no CPT: 18.4µM*

Results for COc1cccc(C(=O)NCC(c2ccco2)N2CCc3ccccc3C2)c1 (stereo not drawn) ?
TDP1 block: -2.4%[0.505 µM]; DT40 TDP1 CPT: -3.3%; DT40 TDP1 no CPT: -8.3%

Results for COc1cc(C(=O)Oc2cccc(C(=S)N3CCOCC3)c2)cc(OC)c1OC ?
TDP1 block: 3.3%; DT40 TDP1 CPT: -20.5%; DT40 TDP1 no CPT: -17.1%

Results for CCOC(=O)C1CSc2[nH]c(=O)sc2C1c1ccccc1 (stereo not drawn) ?
TDP1 block: 0.0%; DT40 TDP1 CPT: -5.3%; DT40 TDP1 no CPT: inconclusive

How did CN(C)c1nc(-c2ccccc2)ncc1S(=O)(=O)c1ccccc1 do in these assays?
TDP1 block: 0.0%; DT40 TDP1 CPT: 0.1%; DT40 TDP1 no CPT: inconclusive

How did COc1ccc(C2CC(=O)Nc3cc(C)c(C)cc32)c(OC)c1OC (stereo not drawn) do in these assays?
TDP1 block: 7.0%; DT40 TDP1 CPT: inconclusive; DT40 TDP1 no CPT: 20.6µM*

Results for N#C/C(=C\c1cccc(Oc2ccccc2)c1)C(=O)N1CCOCC1 ?
TDP1 block: 0.0%; DT40 TDP1 CPT: inconclusive; DT40 TDP1 no CPT: inconclusive

What do the screens show for `CC(C)NC(=O)COC(=O)c1ccc(NS(=O)(=O)c2ccc3c(c2)OCCO3)cc1`?
TDP1 block: 7.9%; DT40 TDP1 CPT: -0.1%; DT40 TDP1 no CPT: -9.2%

What do the screens show for `Cc1cc(C)cc(NS(=O)(=O)c2coc(C(N)=O)c2)c1`?
DT40 TDP1 CPT: 7.6%; DT40 TDP1 no CPT: -7.0%

3 compounds out of the list, arranged by SMILES length, highest first.
Results for COc1cc(C(=O)Oc2cccc(C(=S)N3CCOCC3)c2)cc(OC)c1OC ?
TDP1 block: 3.3%; DT40 TDP1 CPT: -20.5%; DT40 TDP1 no CPT: -17.1%

Results for COc1cccc(C(=O)NCC(c2ccco2)N2CCc3ccccc3C2)c1 (stereo not drawn) ?
TDP1 block: -2.4%[0.505 µM]; DT40 TDP1 CPT: -3.3%; DT40 TDP1 no CPT: -8.3%

What do the screens show for `Cc1cc(C)cc(NS(=O)(=O)c2coc(C(N)=O)c2)c1`?
DT40 TDP1 CPT: 7.6%; DT40 TDP1 no CPT: -7.0%

Continued.
What do the screens show for `Nc1sccc1C(=O)c1ccc(Cl)cc1`?
TDP1 block: 5.6%; DT40 TDP1 CPT: -17.5%; DT40 TDP1 no CPT: inconclusive

How did Clc1ccc(Cl)c(OCCN2CCCC2)c1 do in these assays?
DT40 TDP1 CPT: 5.5%; DT40 TDP1 no CPT: 9.8%

How did COc1ccc(C)cc1-n1cnc2sc(C)c(C)c2c1=O do in these assays?
DT40 TDP1 CPT: inconclusive; DT40 TDP1 no CPT: inconclusive

How did O=C(NCc1ccncc1)[C@@H]1CCCN1C(=O)[C@H]1CCCN1C(=O)c1cccc2ccccc12 do in these assays?
DT40 TDP1 CPT: 0.0%; DT40 TDP1 no CPT: -29.7%

How did Cc1ccc(NC(=O)c2ccc(CSc3nnnn3C)cc2)cc1 do in these assays?
TDP1 block: 2.0%; DT40 TDP1 CPT: -9.4%; DT40 TDP1 no CPT: -7.8%

What do the screens show for `O=C(NCc1ccc(F)cc1)c1cc(C2CCCCN2C(=O)c2cccs2)on1` (stereo not drawn)?
DT40 TDP1 CPT: inconclusive; DT40 TDP1 no CPT: inconclusive

Results for N#C/C(=C\c1cccs1)C(=O)Nc1ccccn1 ?
TDP1 block: 0.0%; DT40 TDP1 CPT: inconclusive; DT40 TDP1 no CPT: 3.9%

How did O=Cc1c(NCCCN2CCCC2=O)c2ccccc2[nH]c1=O do in these assays?
DT40 TDP1 CPT: 1.3%; DT40 TDP1 no CPT: -12.5%

How did O=C(N/N=C/c1cn(-c2ccccc2)nc1-c1cccs1)c1ccncc1 do in these assays?
TDP1 block: 8.2%; DT40 TDP1 CPT: inconclusive; DT40 TDP1 no CPT: inconclusive

What do the screens show for `C#CCOCCOCCOCCNc1nc(N2CCN(C(=O)CCCCCCCCCCNC(=O)[C@H](CCCCN)n3cc(CCCC(=O)O)nn3)CC2)nc(N2CCN(C(=O)CCCCCCCCCCNC(=O)[C@@H]([C@H](C)O)n3cc(C)nn3)CC2)n1`?
TDP1 block: 10.2%; DT40 TDP1 CPT: -9.8%; DT40 TDP1 no CPT: -0.9%

Two compounds picked at random from those above, as already listed:
How did COc1ccc(C)cc1-n1cnc2sc(C)c(C)c2c1=O do in these assays?
DT40 TDP1 CPT: inconclusive; DT40 TDP1 no CPT: inconclusive

How did Cc1ccc(NC(=O)c2ccc(CSc3nnnn3C)cc2)cc1 do in these assays?
TDP1 block: 2.0%; DT40 TDP1 CPT: -9.4%; DT40 TDP1 no CPT: -7.8%

The list goes on:
How did CS(=O)(=O)NN1C(=O)c2ccccc2NC1c1c[nH]c2ccccc12 (stereo not drawn) do in these assays?
TDP1 block: 2.6%; DT40 TDP1 CPT: 4.1%; DT40 TDP1 no CPT: 0.6%

What do the screens show for `CCCS(=O)(=O)NC(=O)C1(C)CCN(C(=O)c2ccc(OC)cc2OC)C1` (stereo not drawn)?
DT40 TDP1 CPT: -4.1%; DT40 TDP1 no CPT: 0.2%

What do the screens show for `O=C(CSc1ncccn1)Nc1ccc2[nH]c(=O)[nH]c2c1`?
DT40 TDP1 CPT: -24.7%; DT40 TDP1 no CPT: -2.5%

What do the screens show for `O=C(Oc1ccc(OC(=O)c2ccco2)c(S(=O)(=O)c2ccc(Br)cc2)c1)c1ccco1`?
TDP1 block: -3.2%; DT40 TDP1 CPT: 12.9%; DT40 TDP1 no CPT: inconclusive

Results for CCOc1ccc(C=NCC(O)c2ccccc2)cc1 (stereo not drawn) ?
DT40 TDP1 CPT: -16.6%; DT40 TDP1 no CPT: -10.7%

How did CO/N=C/C1CCN(c2ncc(C(F)(F)F)cc2Cl)C1=O (stereo not drawn) do in these assays?
TDP1 block: -2.6%; DT40 TDP1 CPT: -3.6%; DT40 TDP1 no CPT: -1.0%

What do the screens show for `CCn1c(CC(=O)Nc2ccccc2F)nnc1SCC(=O)N1CCN(c2ccccc2)CC1`?
TDP1 block: -4.4%; DT40 TDP1 CPT: 14.6%; DT40 TDP1 no CPT: -1.0%

Results for O=C(c1cccc(N2C(=O)C3CC=CCC3C2=O)c1)N1CCN(c2ccccc2)CC1 (stereo not drawn) ?
TDP1 block: 0.0%; DT40 TDP1 CPT: -1.8%; DT40 TDP1 no CPT: -15.4%

What do the screens show for `Cc1nc(C)c(C(=O)NCc2ccccc2Cl)o1`?
TDP1 block: 3.1%; DT40 TDP1 CPT: inconclusive; DT40 TDP1 no CPT: inconclusive

How did CN(C)C(=O)c1c([N+](=O)[O-])c(C(C)(C)C)nn1C do in these assays?
TDP1 block: 3.1%; DT40 TDP1 CPT: -23.8%; DT40 TDP1 no CPT: 3.1%

How did O=C(NCCCn1ccnc1)c1cc(Br)c(Br)s1 do in these assays?
DT40 TDP1 CPT: 4.8%; DT40 TDP1 no CPT: -7.5%

Results for Brc1ccc(NC2=Nc3ccccc3CC2)cc1 ?
TDP1 block: 1.9%; DT40 TDP1 CPT: inconclusive; DT40 TDP1 no CPT: 16.4µM*

How did COc1cc(/C=N/Nc2nc(C)cc(=O)[nH]2)ccc1OC(=O)c1cccnc1 do in these assays?
TDP1 block: 0.0%; DT40 TDP1 CPT: -9.3%; DT40 TDP1 no CPT: inconclusive

How did COc1ccc(C(C)=O)c(OC(=O)c2ccc(OC)c(OC)c2)c1 do in these assays?
TDP1 block: 6.9%; DT40 TDP1 CPT: 2.3%; DT40 TDP1 no CPT: -12.3%

How did COc1ccc(CCNC(=O)c2ccc3c(c2)nc2n3CCOC2)cc1OC do in these assays?
TDP1 block: 2.7%; DT40 TDP1 CPT: 3.2%; DT40 TDP1 no CPT: 4.3%

What do the screens show for `CN(C(=O)CN1CCN(c2cc(-c3ccc(-c4ccccc4)cc3)ncn2)CC1)c1ccccc1`?
DT40 TDP1 CPT: 23.1µM*; DT40 TDP1 no CPT: inconclusive
